High-throughput results: PubChem BioAssay, several laboratories
PolyA inhibitor: blocks polyadenylation in yeast reporter cells. 300,000 tested, 0.02% active. S. cerevisiae SKY197-pL101 polyadenylation reporter, beta-gal luminescence; efflux-impaired pdr1/pdr3 knockout yeast; score 100 = 6 SD above DMSO. calls only at 12 µM;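 active means lowest replicate activity score at least 50, where 100 means six control SD above control mean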;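 further: yeast exposed to compound for 9 h at 30 °C; higher score means more reporter readthrough which indicates perturbed polyadenylation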
RGS4 inh: human RGS4 inhibition | P49798 | HEK293 M3R/RGS4 inducible, Fluo-4 calcium flux; active compounds read high; triggered by carbachol at its EC20 | B-score at 10 µM | 310,000 tested, 0.45% active;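 active means B-score, a plate-corrected calcium signal, over three deviations above library mean, with baseline fluorescence within five deviations of library mean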;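 further: RGS4 expression induced by doxycycline in cells with stable M3 receptor; B-score is computed from the integrated fluorescence ratio over baseline after carbachol; higher B-score means a larger calcium signal and so more RGS4 inhibition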
Target sequence (P49798 whole entry, looked up): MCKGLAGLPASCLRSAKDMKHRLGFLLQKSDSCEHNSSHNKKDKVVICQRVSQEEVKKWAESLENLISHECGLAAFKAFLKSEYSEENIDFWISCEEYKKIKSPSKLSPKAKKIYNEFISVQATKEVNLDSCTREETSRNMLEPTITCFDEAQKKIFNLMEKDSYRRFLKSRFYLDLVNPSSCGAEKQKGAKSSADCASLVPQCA
KCNK3 block: human KCNK3 channel inhibition, primary screen; O14649; CHO-KCNK3 thallium flux, FluxOR fluorescence; active compounds read low; B-score at 10 µM; 340,000 tested, 0.84% active;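 active means B-score under library mean minus 4 SD, starting fluorescence ratio at most library mean plus 5 SD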;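 further: more negative B-score means stronger inhibition of thallium flux through KCNK3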
GSK3beta inhib: human GSK3beta kinase inhibition; P49841; GST-GSK3beta kinase, ADP-Glo luminescence, 60 min; active compounds read low; activity score (negative = inhibition), % at 10 µM; 300,000 tested, 0.038% active; AID 2097;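 active means more than half of replicate wells score below -50%, meaning over 50% inhibition versus plate controls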;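 further: 0% = median DMSO wells and -100% = median GW8510 positive control wells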
Target sequence (P49841 whole entry, looked up): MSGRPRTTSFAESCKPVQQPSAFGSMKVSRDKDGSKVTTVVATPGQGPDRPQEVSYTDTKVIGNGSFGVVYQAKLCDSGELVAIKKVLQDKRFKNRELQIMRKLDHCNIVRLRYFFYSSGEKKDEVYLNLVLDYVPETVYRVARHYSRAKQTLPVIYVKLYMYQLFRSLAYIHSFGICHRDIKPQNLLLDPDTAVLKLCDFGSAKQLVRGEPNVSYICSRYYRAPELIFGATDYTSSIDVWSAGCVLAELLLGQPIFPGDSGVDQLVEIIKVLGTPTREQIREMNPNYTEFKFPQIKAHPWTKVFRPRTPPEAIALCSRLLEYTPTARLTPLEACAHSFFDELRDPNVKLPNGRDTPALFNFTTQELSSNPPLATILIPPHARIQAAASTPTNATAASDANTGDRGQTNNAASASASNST
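test system = GST-tagged human GSK3beta kinase, cell-free | reagent = 25 µM ATP with peptide substrate | dosing = one dose of 10 µM per compound | schedule = 60 min reaction, RT | detection = luminescent ADP-Glo measurement of ADP formed | control set = DMSO neutral wells and GW8510 at 20 µM as positive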
KCNK9 inh: inhibitors of human KCNK9 two-pore domain potassium channel; Q9NPC2; HEK293 KCNK9, FluxOR thallium flux fluorescence; active compounds read low; B-score at 10 µM; 310,000 tested, 1.2% active; AID 488922;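 active means ratio B-score over 3 SD below the library mean, with starting fluorescence within 5 SD of its mean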;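 further: negative B-score means less thallium flux so channel inhibition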
Target sequence (Q9NPC2 whole entry, looked up, the tested form may be a part): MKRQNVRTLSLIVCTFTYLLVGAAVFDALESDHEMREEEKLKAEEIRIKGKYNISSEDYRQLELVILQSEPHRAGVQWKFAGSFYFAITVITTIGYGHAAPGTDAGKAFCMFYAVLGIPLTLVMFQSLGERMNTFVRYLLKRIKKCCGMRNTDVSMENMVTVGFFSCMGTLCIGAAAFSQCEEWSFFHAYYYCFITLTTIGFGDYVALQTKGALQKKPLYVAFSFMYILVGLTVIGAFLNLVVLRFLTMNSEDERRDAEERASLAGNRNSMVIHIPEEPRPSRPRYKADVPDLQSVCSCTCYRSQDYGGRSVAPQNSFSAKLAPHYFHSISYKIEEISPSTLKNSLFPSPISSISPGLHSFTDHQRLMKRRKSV
hERG protect: compounds protecting human hERG from proarrhythmic drug block. CHO-hERG, FluxOR thallium flux, dofetilide IC70 present. 310,000 tested, 0.51% active. activation (rescue from dofetilide block), less the hit threshold, % at 10 µM. AID 1511;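 active means activation above the mean of controls blocked by dofetilide plus 5 SD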;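 further: thallium influx through hERG after potassium depolarization seen as dye fluorescence rise; in these data hits start at about 4.7%; inactives centre near -7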
KCNQ1 act: human KCNQ1 channel potentiation or activation | 310,000 tested, 0.35% active | B-score at 10 µM | AID 2648 | CHO-K1 KCNQ1, thallium flux FluxOR fluorescence; active compounds read high | P51787;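 active means fluorescence ratio B-score, a plate-corrected score, at least three library SD, with initial intensity B-score within 5 SD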
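assay system = KCNQ1-transfected CHO-K1 cells | medium = assay buffer with matched DMSO | probe or stimulus = depolarizing K+/Tl+ stimulus, K2SO4 and Tl2SO4 each 12.5 mM in 5x stock | dosing = single dose | incubation = dye 90 min, compound 20 min, room temperature | detection = kinetic FluxOR fluorescence, 10 s baseline plus 110 s post-stimulus | evaluation = ratio B score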
Dyrk1A ADPGlo: Dyrk1A (rat) kinase inhibition. AID 504441. ADP-Glo luminescence, NFATc1 peptide. 310,000 tested, 0.43% active. inhibition, % at 12.5 µM; in the data active means inhibition above about 50%;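 further: plate controls were vehicle with enzyme for no effect and no enzyme for full effect; many of its hits are not listed in these tables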
KCNQ1 inh: human KCNQ1 channel inhibition | CHO-K1 KCNQ1, FluxOR thallium flux fluorescence; active compounds read high | B-score at 10 µM | 310,000 tested, 1.3% active | AID 2642;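 active means compounds whose thallium flux B-score, printed positive for inhibition, exceeds three library SD while starting fluorescence stays within three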;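 further: channel opened by potassium depolarization with thallium stimulus after 20 min compound exposure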
GSK3A inh: human GSK-3 alpha kinase inhibition. P49840. ADP-Glo luminescence, 60 min. inhibition, % at 10 µM. 320,000 tested, 0.1% active. AID 2650;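 in the data active means inhibition above about 50%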;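 further: GST-tagged GSK-3 alpha with peptide substrate and 25 µM ATP; 0% = DMSO neutral wells and 100% = GW8510 positive control wells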
RGS4 pot: potentiators or activators of RGS4; HEK293 M3R/inducible RGS4, carbachol calcium flux Fluo4; active compounds read low; B-score at 10 µM; 310,000 tested, 0.92% active; AID 463111;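 active means B-score of the integrated calcium signal more than 4 SD below the library mean, with starting fluorescence not abnormally high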;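 further: negative B-score means reduced calcium response which marks RGS4 activation or potentiation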
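test system = M3R-expressing HEK293 line, RGS4 induced by doxycycline | probe or stimulus = carbachol at ECmax as muscarinic agonist stimulus | timing = dye loading 30 min 37 °C, buffer rest 30 min RT | signal = calcium dye Fluo4 fluorescence | evaluation = B score from integrated fluorescence ratio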
Starred values were filed as active, the others as inactive; i = inactive; / = no result given.

smiles	Dyrk1A ADPGlo	GSK3A inh	KCNK9 inh	KCNQ1 inh	RGS4 inh	KCNQ1 act	hERG protect	GSK3beta inhib	PolyA inhibitor	KCNK3 block	RGS4 pot
NC(=O)C1CCN(c2nc3c(S(=O)(=O)c4ccccc4)nnn3c3ccccc23)CC1	-4	3	i	i	i	i	-6	-28	i	i	i
CC(C)(C)c1ccc(C(=O)N2CCNCC2)cc1	-10	0	i	i	i	i	-6	-1	i	i	i
Cc1ccc(C)c(NC(=O)Cc2coc3cc4c(cc23)CCC4)c1	10	6	i	i	i	i	-7	3	i	i	i
CC1=NCCN1CCNC(=O)Nc1cc(C)cc(C)c1	1	-3	i	i	i	i	0	-9	i	i	i
CC1CCN(c2nc(NCc3ccco3)nc(N)c2[N+](=O)[O-])CC1	37	2	i	i	i	i	-4	1	i	i	i
CC1(C(=O)NCc2ccc(Cl)c(Cl)c2)Oc2ccccc2NC1=O (stereo not drawn)	/	-3	i	i	i	i	1	2	i	i	i
COC(=O)COc1cccc(/C=N/NC(=O)CCSc2ccccc2)c1	0	2	i	i	i	i	-21	-3	i	i	i
Cn1nnnc1SCCNC(=O)C1CCC(=O)N(CCc2cccc(F)c2)C1 (stereo not drawn)	-2	1	i	i	i	i	-5	0	i	i	i
Cc1ccc(NS(=O)(=O)c2ccc3c(c2)n(C)c(=O)n3C)cc1C	-4	2	i	i	i	i	-3	-2	i	i	i
C=CCN1C(=O)C(Cc2ccc(OCC)cc2)SC1=Nc1ccc(C(=O)O)cc1 (stereo not drawn)	-6	-4	i	i	i	i	5.1*	13	i	i	i
O=C(Nc1ccc(N=Nc2ccccc2)cc1)c1ccc(Cl)cc1Cl	5	-1	i	i	i	i	-4	2	i	i	i
O=C(CSc1nnc(Cn2c(=O)sc3ccccc32)n1-c1ccccc1)Nc1nccs1	8	/	i	i	i	i	-14	1	i	i	i

Next part; it opens with the four that closed the last part.
smiles	Dyrk1A ADPGlo	GSK3A inh	KCNK9 inh	KCNQ1 inh	RGS4 inh	KCNQ1 act	hERG protect	GSK3beta inhib	PolyA inhibitor	KCNK3 block	RGS4 pot
Cc1ccc(NS(=O)(=O)c2ccc3c(c2)n(C)c(=O)n3C)cc1C	-4	2	i	i	i	i	-3	-2	i	i	i
C=CCN1C(=O)C(Cc2ccc(OCC)cc2)SC1=Nc1ccc(C(=O)O)cc1 (stereo not drawn)	-6	-4	i	i	i	i	5.1*	13	i	i	i
O=C(Nc1ccc(N=Nc2ccccc2)cc1)c1ccc(Cl)cc1Cl	5	-1	i	i	i	i	-4	2	i	i	i
O=C(CSc1nnc(Cn2c(=O)sc3ccccc32)n1-c1ccccc1)Nc1nccs1	8	/	i	i	i	i	-14	1	i	i	i
O=C(O)CSc1nnc(-c2ccncc2)n1-c1ccc(Cl)cc1	-4	-3	i	i	i	i	-4	3	i	i	i
COC(=O)C1CCCCN1C(=O)c1ccc2oc(C(C)C)nc2c1 (stereo not drawn)	/	-1	i	i	i	i	-4	1	i	i	i
COc1ccccc1-c1c(NC(=O)c2ccco2)n(-c2ccccc2)nc(C)c1=O	/	/	i	i	i	i	-5	3	i	/	i
CCN(C(=O)COC(=O)c1n[nH]c2ccccc12)C1CCS(=O)(=O)C1 (stereo not drawn)	5	0	i	i	i	i	-4	0	i	i	i
CN(C)C(CNC(=O)c1ccc(S(=O)(=O)N(C)C)cc1)Cc1ccccc1 (stereo not drawn)	/	1	i	i	i	i	-4	0	i	i	i
CC(C)N1CCN(Cc2cccc(-c3ccco3)c2)CC1CCO (stereo not drawn)	5	-2	i	i	i	i	-1	3	i	i	i
CCC(=O)N(Cc1ccco1)c1nc(C(=O)Nc2ccc(Cl)cc2)c(C)s1	20	-3	i	9*	i	i	-14	6	i	i	i
Cc1cccc(-n2c(SCC(N)=O)nnc2-c2ccco2)c1	6	-1	i	i	i	i	2	-3	i	i	i
CCOc1ccccc1N1C(=O)CC(Nc2ccc(N3CCOCC3)cc2)C1=O (stereo not drawn)	-1	-2	i	i	i	i	3	3	i	i	i
CCOC(=O)c1c(NC(=O)CSc2ncn[nH]2)sc(C(=O)NC)c1C	0	-1	i	i	i	i	-10	0	i	i	i
Cc1ccc(/C=C/C(=O)O)cc1S(=O)(=O)NCCO	-9	-5	i	i	i	i	-8	1	i	i	i
COc1cc(OC)cc(C(=O)N[C@H](C(=O)OCC(=O)NC(=O)c2cccn2C)C(C)C)c1	/	0	i	i	i	i	-3	1	i	i	i
COc1ccc(N2CCC(N3CCN(C)C(CCO)C3)CC2)cc1 (stereo not drawn)	-3	-3	i	i	i	i	-6	0	i	i	i
Cc1c(Cc2ccc3c(c2)OCO3)sc(NC(=O)C2CC2)c1C(N)=O	-12	-6	i	i	i	i	-11	3	i	i	i
CCN(CC)S(=O)(=O)c1cccc(C(=O)OC2CC(C)OC2=O)c1 (stereo not drawn)	-7	-3	i	i	i	i	-3	2	i	i	i
O=C(NCCN1CCOCC1)NC1(C(F)(F)F)Oc2ccc(Cl)cc2O1 (stereo not drawn)	0	0	i	i	i	i	-5	3	i	i	i
O=C(Nc1ccc(-c2noc(CCc3ccccc3)n2)cc1)c1cccnc1	-12	-2	i	i	i	i	-7	0	i	i	i
CCN(C(=O)c1c(N)cnn1C)c1ccccc1	/	-2	i	i	i	i	-8	2	i	i	i
O=C(NCN1C(=O)C2C3C=CC(C3)C2C1=O)Nc1cccnc1 (stereo not drawn)	2	/	i	i	i	i	-2	0	i	i	i
O=C(O)c1cc(S(=O)(=O)N2CC3CC3C2C(=O)O)c(Cl)cc1Cl (stereo not drawn)	/	0	i	i	i	i	-8	3	i	i	i
CCCn1c(C(O)c2cc(OC)ccc2OC)nc2ccccc21 (stereo not drawn)	14	5	i	i	i	i	-7	1	i	i	i
Cc1noc(C)c1C1(O)CCCCCCCCCCC1	1	-3	i	i	i	i	-6	-1	i	i	i
O=C(COc1coc(CN2CCN(c3ccccc3)CC2)cc1=O)Nc1cccc(F)c1	-9	-2	i	i	i	i	-12	3	i	i	i
CN(c1cccc(NC(=O)Nc2cccc(Cl)c2)c1)S(C)(=O)=O	12	-1	i	16*	i	i	-17	0	i	i	i
O=C(NCCc1c[nH]c2ccccc12)c1ccco1	1	-3	i	i	i	i	-4	2	i	i	i
Cc1cccc(NC(=O)c2ccc(-n3cncn3)c([N+](=O)[O-])c2)c1	11	1	i	i	i	i	-8	0	i	i	i
CCOc1cc(/C=N/NC(N)=O)cc(Br)c1OCC(=O)Nc1cccc2ccccc12	6	-2	i	i	i	i	-8	-5	i	i	i
O=C(CSc1nc2[nH]ncc2c(=O)[nH]1)N1CCCCC1	8	-1	i	i	i	i	-1	0	i	i	i
O=C(CNCc1ccccn1)N1CCc2ccccc2C1	-8	-3	i	i	i	i	-8	5	i	i	i
Cc1ccc(-c2nnc(CSc3nc(C)nc4sc(C)c(C)c34)o2)cc1	/	1	i	i	i	i	-5	2	i	/	i
CC(C(=O)NCC1(c2ccccc2)CCCC1)N1CCOCC1 (stereo not drawn)	-1	0	i	i	i	i	-6	1	i	i	i
COc1cccc(-c2nc(=S)c3c(n2Cc2ccco2)CCCC3)c1	0	-6	i	i	i	i	-10	0	i	i	i
CC(=O)C1=C(O)C(=O)N(c2nccs2)C1c1ccc(F)cc1 (stereo not drawn)	-1	0	i	i	i	i	-12	0	i	i	i
Cc1cccc(-n2c(CCn3nc(C)c([N+](=O)[O-])c3C)n[nH]c2=S)c1	-4	1	i	i	i	i	-8	0	i	i	i
CC1CCN(C(=O)CSc2ccc(-c3ccc(F)cc3)nn2)CC1	-11	/	i	i	i	i	-10	2	i	i	i
O=C(Nc1cccc(F)c1)C1CCN(C(=O)N2CCOc3ccccc32)CC1	0	1	i	i	i	i	-16	-1	i	i	i
CCOC(=O)C1=C(C)NC(C)=C(C(=O)OCC)C1c1ccc(OC)cc1	-4	1	i	i	i	i	-15	-1	i	i	i
CC(=O)C1=C(C)NC(SCC(=O)c2ccc(Cl)cc2Cl)=C(C#N)C1c1ccco1 (stereo not drawn)	4	1	-10*	i	i	i	-20	4	i	-9.6*	i
O=C(Nc1ccc2c(c1)COC2=O)c1ccc(Cl)c(Cl)c1	11	0	i	i	i	i	-8	1	i	i	i
CCO[C@@H]1OC(C(=O)NCc2nc3ccccc3[nH]2)=C[C@H](c2cn(C(C)=O)c3ccccc23)[C@H]1CCCO	8	-21	i	i	i	i	-7	-1	i	i	i
C/C(=N\NC(=O)CSc1nnc(C)s1)c1ccc(Cl)cc1	2	0	i	i	i	i	-9	-3	i	i	i
Cc1ccc(SCC(=O)OCC(=O)N(CC(C)C)c2c(N)n(Cc3ccccc3)c(=O)[nH]c2=O)cc1C	/	10	i	i	i	i	-13	-1	i	i	i
S=c1nc(-c2cccc(Br)c2)[nH][nH]1	12	1	i	i	i	i	-16	2	i	i	i
CS(=O)(=O)c1ccc(Cl)c(NC(=O)Cc2c(F)cccc2Cl)c1	/	-1	i	i	i	i	-4	0	i	i	i
COCCn1c(SCC(=O)N2CCc3ccccc3C2)nc2ccccc2c1=O	0	2	i	i	i	i	-13	-2	i	i	i
CC(=O)Nc1ccc(S(=O)(=O)Nc2nnc(C(C)(C)C)s2)cc1	0	-3	i	i	i	i	-4	-2	i	i	i
O=S(=O)(c1ccc(Cl)c(C(F)(F)F)c1)N1CCN(CC(O)COCC2CCCO2)CC1 (stereo not drawn)	-4	-10	i	i	i	i	-8	-2	i	i	i
COc1ccc(CNC(=O)C2CCC(CNS(=O)(=O)c3ccc(C)cc3)CC2)cc1 (stereo not drawn)	2	1	i	i	i	i	-4	1	i	i	i

A portion of the library; the hit share may differ from the screen's.
